# MrgX1 antagonist: antagonists of human MrgX1 receptor. Q96LB2. MRGX1-HEK293 calcium flux, Fluo-4, BAM8-22 antagonism; stronger effect = lower value. B-score at 10 µM. 1.3% of 310,000 active. AID 588676;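 active = calcium-response B-score plate-corrected more than 3 library SD below zero, starting fluorescence within 5 deviations, no agonist response on first addition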;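 also: peak minus trough fluorescence over baseline after final BAM8-22 challenge near maximal dose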
# TRPC4 potent: allosterically enhances the mouse TRPC4 cation channel; Q9QUQ5; HEK293 TRPC4beta/mu-opioid, DAMGO EC20, Fluo-4 Ca2+ flux; stronger effect = higher value; B-score at 10 µM; 0.42% of 310,000 active; AID 2227;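 active = B-score of calcium response area above 5 SD of library B-scores, with initial fluorescence ratio within 5 SD of library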;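 also: B-score of integrated fluorescence ratio over time as area under calcium response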
# Target sequence (Q9QUQ5 whole entry, looked up): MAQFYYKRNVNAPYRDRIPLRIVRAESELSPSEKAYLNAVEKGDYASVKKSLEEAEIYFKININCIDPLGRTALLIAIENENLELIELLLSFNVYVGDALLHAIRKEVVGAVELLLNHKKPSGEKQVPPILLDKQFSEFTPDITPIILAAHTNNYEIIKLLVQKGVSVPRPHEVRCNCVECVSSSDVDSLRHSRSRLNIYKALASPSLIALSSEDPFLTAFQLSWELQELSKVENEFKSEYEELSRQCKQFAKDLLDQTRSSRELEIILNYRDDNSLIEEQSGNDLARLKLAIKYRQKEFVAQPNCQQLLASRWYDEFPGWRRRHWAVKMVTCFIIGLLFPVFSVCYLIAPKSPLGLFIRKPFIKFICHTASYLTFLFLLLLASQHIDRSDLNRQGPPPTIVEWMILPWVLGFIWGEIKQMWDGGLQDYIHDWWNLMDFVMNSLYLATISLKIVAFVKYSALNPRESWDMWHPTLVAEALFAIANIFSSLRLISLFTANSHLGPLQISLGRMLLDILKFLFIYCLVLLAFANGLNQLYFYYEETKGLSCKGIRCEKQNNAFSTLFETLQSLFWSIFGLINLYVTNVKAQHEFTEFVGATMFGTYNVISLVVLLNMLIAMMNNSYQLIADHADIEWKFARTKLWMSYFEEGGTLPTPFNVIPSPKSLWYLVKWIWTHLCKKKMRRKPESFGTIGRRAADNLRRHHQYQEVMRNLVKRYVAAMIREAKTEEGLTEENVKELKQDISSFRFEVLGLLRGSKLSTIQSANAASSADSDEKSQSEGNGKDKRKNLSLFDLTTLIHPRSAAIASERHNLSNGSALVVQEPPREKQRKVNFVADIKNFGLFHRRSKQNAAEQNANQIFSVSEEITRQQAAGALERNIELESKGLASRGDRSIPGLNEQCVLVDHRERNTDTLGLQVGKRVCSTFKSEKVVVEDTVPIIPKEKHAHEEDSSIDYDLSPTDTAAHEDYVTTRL
# MrgX1 agonist: human MrgX1 receptor agonism, primary screen. Q96LB2. B-score at 10 µM. 0.44% of 310,000 active. MrgX1-HEK293 cells, Fluo-4 calcium fluorescence, agonist mode; stronger effect = higher value. AID 588627;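 active = calcium response B-score plate-corrected fluorescence ratio at least 3 library SD, with starting fluorescence B-score inside 5 SD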
#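 Assay system: MrgX1-expressing HEK293 cells / Amount: fifteen thousand cells per well / Doses: test compound in the initial addition of three / Timing: cells plated overnight, dye loaded 0.5 h 37 °C, 0.5 h room temperature / Technique: kinetic calcium dye fluorescence, Fluo-4 NW / Control set: positive and negative controls per plate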
# TRPC4 inh: blocks the mouse TRPC4 cation channel; Q9QUQ5; HEK293 TRPC4beta/mu-opioid, DAMGO-evoked Fluo4 calcium flux; stronger effect = lower value; B-score at 10 µM; 0.39% of 300,000 active; AID 2247;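 active = B-score over 3 SD under the library average, no early fluorescence shift, positive overall ratio signal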
#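 Assay system: HEK293 cells with stable TRPC4beta plus mu-opioid receptor expression. Dosing: single dose. Measured by: Fluo4 Ca2+ flux fluorescence. Also added: DAMGO in two steps, submaximal then maximal. Read-out: B score from integrated Fluo4 fluorescence ratio.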
# TRPC4 act: opens the mouse TRPC4 cation channel; Q9QUQ5; B-score at 10 µM; 0.49% of 310,000 active; AID 2237; HEK293 TRPC4beta/mu-opioid, Fluo4 calcium fluorescence; stronger effect = higher value;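 active = B-score above 5 SD of library B-scores, and initial fluorescence ratio not above library mean plus 5 SD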;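 also: positive B-score marks a calcium rise read as TRPC4 activation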
#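 Incubation: 45 min room-temperature Fluo4 loading, 110 s read / System: HEK293 cells stably co-expressing mouse TRPC4beta and mu-opioid receptor / Signal: Fluo4 fluorescence, kinetic / Control set: buffer (low) and maximal DAMGO (high) / Measure: integrated baseline-normalised fluorescence ratio, converted to per-well B score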
# TMEM16A inh: blocks the mouse calcium-activated chloride channel TMEM16A; normalized B-score (activity score, 25-100; higher = stronger inhibition) at 10 µM; 1.2% of 310,000 active; AID 588511; Q8BHY3; HEK293 TMEM16A/YFP iodide influx fluorescence, ionomycin;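 active = ratio plate-corrected score three or more library SD toward inhibition, starting fluorescence score within five deviations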;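 also: score derived from kinetic fluorescence span divided by baseline fluorescence per well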
# SKKanGAS inh: blocks kanamycin growth of S. pyogenes SKKanGAS strain; inhibition, % at 7.5 µM; BacTiter-Glo, 6 h; 1.3% of 300,000 active;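 active = mean replicate score, as percent of positive control median, at least 50; inconclusive = mean below 50 but one replicate at or above 50; inactive = mean and every replicate below 50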;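 also: strain carries kanamycin resistance gene driven by streptokinase promoter and grows in 40 µg/ml kanamycin; loss of luminescence reflects streptokinase promoter inhibition or plain growth inhibition; 0% = median of DMSO wells and 100% = positive control at its reference dose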
# TMEM16A act: activators or potentiators of mouse TMEM16A chloride channel; Q8BHY3; HEK293 TMEM16A/YFP-H148Q/I152L, iodide quench fluorescence; stronger effect = lower value; B-score at 10 µM; 0.3% of 340,000 active; AID 623877;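 active = fluorescence-ratio B-score plate-corrected deviation score at least 3 library SD below zero, with starting fluorescence score within 5 deviations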;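 also: channel opened by trigger with iodide after compound preincubation; score built on the fluorescence ratio of max minus min over baseline; more negative score means more quench and so TMEM16A activation or potentiation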
# TRPC6 activator: activates the mouse TRPC6 cation channel. 0.13% of 310,000 active. HEK293-TRPC6 membrane potential dye fluorescence; stronger effect = higher value. B-score at 10 µM. Q61143;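 active = B-score of the integrated fluorescence ratio above library mean plus 3 SD, and starting fluorescence ratio within library mean plus 5 SD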;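 also: higher score means more depolarization so channel activation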
# MrgX1 allo act: allosterically activates human MrgX1 receptor signaling. MrgX1-HEK293, Fluo-4 calcium flux, FDSS; stronger effect = higher value. B-score at 10 µM. 0.63% of 310,000 active. AID 588675;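 active = plate-corrected calcium response at least 3 library SD above typical, normal starting fluorescence, not activating the receptor alone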;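 also: compound read alongside a low EC10 to EC30 dose of BAM8-22 agonist; peak minus trough fluorescence over baseline measured at the second addition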
# TRPC6 inh: inhibitors of mouse TRPC6 channel; Q61143; HEK293-TRPC6, membrane potential dye, ACh-evoked depolarization; stronger effect = lower value; B-score at 10 µM; 1.1% of 310,000 active;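 active = B-score under library mean minus 3 SD, initial fluorescence not abnormally high, positive integrated signal ratio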;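 also: B-score derived from integrated fluorescence ratio over the kinetic read; more negative B-score means stronger inhibition of depolarization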
# Active calls of the source: *; i = inactive; ? = inconclusive; . = no result given; & = joins results of further samples.
SMILES	MrgX1 antagonist	TRPC4 potent	MrgX1 agonist	TRPC4 inh	TRPC4 act	TMEM16A inh	SKKanGAS inh	TMEM16A act	TRPC6 activator	MrgX1 allo act	TRPC6 inh
O=C(c1ccccc1)c1ccc2ccccc2n1	i	i	i	i	i	i	1	i	i	i	i
Cc1cc(NC(=O)C2C3C(=O)N(Cc4ccc(Cl)cc4)C(C(=O)NCc4ccccc4)C34C=CC2(C)O4)no1 (centres undefined)	i	i	i	i	i	i	-2	i	i	i	i
Cc1ccc2c(CSc3nncs3)cc(=O)oc2c1	i	i	i	i	i	i	4	i	i	i	i
C=CCn1cccc(C(=O)Nc2ccc(OCC)cc2)c1=O	i	i	i	i	i	i	-3	i	i	i	i
Cc1nc2ccccc2c(=O)n1/N=C/c1ccncc1	i	i	i	i	i	i	-7	i	i	i	i
C(=N\n1cnnc1)/c1ccc2ncccc2c1	-4.7*	i	i	i	i	i	2	i	i	i	-7.7*
CN(C)S(=O)(=O)c1cccc(NC(=S)Nc2ccc(Cl)cc2Cl)c1	i	i	i	i	i	i	-17	i	i	i	i
NC(=O)C1CC(=O)N(c2ccc(OCC(=O)Nc3cccc(C(F)(F)F)c3)cc2)C1 (centres undefined)	i	i	i	i	i	i	-4	i	i	i	i
O=c1c2c3nc4ccccc4nc3n(/N=C/c3ccco3)c2ncn1CCC1=CCCCC1	i	i	i	i	i	i	1	i	i	i	i
O=C(c1nc2ccccn2c1CNCC1OCCc2ccccc21)N1CCOCC1 (centres undefined)	i	i	i	i	i	i	6	i	i	i	i
CCOC(=O)Nc1ccc(OC)c([N+](=O)[O-])c1	i	i	i	i	i	i	-2	i	i	i	i
Cc1ccc(-c2cc(C(=O)OCn3nnc4ccccc4c3=O)c3ccccc3n2)cc1	i	i	i	i	i	i	4	i	i	i	i
Cc1nnc(SCC(=O)Nc2sccc2C#N)s1	i	i	i	i	i	i	10	i	i	i	i
O=C1CC(=O)N(CCNc2ncc(C(F)(F)F)cc2Cl)C(=O)N1	i	i	i	i	i	i	-6	i	i	i	i
CS(=O)(=O)c1ccccc1-c1nc(-c2cccc(Cl)c2)no1	i	i	i	i	i	i	1	i	i	i	i
CCc1ccc(OCCCC(=O)NCc2ccco2)cc1	i	i	i	i	i	i	-2	i	i	i	i
CN(C)c1ccc(C(=O)NC2CCCc3ccccc32)cc1 (centres undefined)	i	i	i	i	i	i	3	i	i	i	i
Cc1ccc(-c2cnc3c(Cl)c(C)nn3c2)cc1	i	i	i	i	i	i	14	i	i	i	i
COc1ccccc1N1CCN(C(=O)CSc2nnc(NC(=O)C3CCC3)s2)CC1	i	i	i	i	i	i	-7	i	i	i	i
CCOC(=O)C1=C(CC)Nc2ccccc2N=C1NC(=O)c1cc(S(=O)(=O)N(C)C)ccc1Cl	i	i	i	i	i	i	-2	i	i	i	i
CCOC(=O)/C(=C/c1cn(C)c2ccccc12)NC(=O)c1ccccc1	i	i	i	i	i	i	-7	i	i	i	i
CCOC(=O)C1CCN(C(=O)CCn2c(=O)[nH]c3ccsc3c2=O)CC1	i	.	i	.	.	i	.	i	.	i	.
COCc1cc(C)n(CC(=O)OC)c(=O)c1C#N	i	i	i	i	i	i	-11	i	i	i	i
O=C(COc1ncnc2c(Cl)cc(Cl)cc12)N1CCN(S(=O)(=O)c2ccccc2)CC1	i	i	i	i	i	i	-13	i	i	i	i
CC1(C)C(C(=O)OCC(Cl)(Cl)Cl)N2C(=O)C(NC(=O)Cc3ccccc3)C2S1=O (centres undefined)	i	i	i	i	i	i	16	i	i	i	i
COc1cccc(C(=O)Nc2ccc(N3CCCC3)cc2)c1	i	i	i	i	i	i	34	i	i	i	i
CCc1cc(C(=O)N2CCCC(C(=O)c3ccc(Cl)cc3)C2)no1 (centres undefined)	i	i	i	i	i	i	-4	i	i	i	i
O=CN1CCN(C(C(=O)NC2CCCC2)c2cc3c(cc2[N+](=O)[O-])OCO3)CC1 (centres undefined)	i	i	i	i	i	i	-3	i	i	i	i
Cc1cc(C)c2nc(N3CCOCC3)c(C#N)cc2c1	i	i	i	i	i	i	-8	i	i	i	i
CS(=O)(=O)c1cnc(-c2cccnc2)nc1N	i	i	i	i	i	i	5	i	i	i	i
C[C@@H](C(=O)Nc1nc2ccccc2s1)N1C(=O)C2CC=CCC2C1=O (some centres undefined)	i	i	i	i	i	i	2	i	i	i	i
O=C(O)c1cccc(-n2cc(-c3cccc(C(F)(F)F)c3)cn2)c1	i	i	i	i	i	i	8	i	i	i	i
CCn1c(SCC(=O)N2CCCc3ccccc32)nc2cccnc21	i	i	i	i	i	i	1	i	i	i	i
ON=C1/C(=N\O)CC2(C/C1=N/O)OCCO2	i	i	i	i	i	i	-6	i	i	i	i
COc1ccccc1N1CCN(CCCCN2C(=O)C3CCCCN3C2=O)CC1 (centres undefined)	i	i	i	i	i	i	-2	i	i	i	i
S=C(NNc1ccnc2cc(Cl)ccc12)Nc1ccccc1Cl	i	i	i	i	i	25*	12	i	i	6.7*	i
Cc1ccc(CN2CCN(Cc3cccc4c3OCO4)CC2CCO)cc1 (centres undefined)	i	i	i	i	i	i	-11	i	i	i	i
CCOC(=O)Cc1c(C)c2c(O)cc(O)cc2oc1=O	i	i	i	i	i	i	0	i	i	i	i
COCCNc1nc2c(c(=O)n(Cc3cccc(Cl)c3)c(=O)n2C)n1C	i	i	i	i	i	i	4	i	i	i	i
COc1ccc(NC(=O)C2CCCN(c3ncnc4onc(-c5ccc(F)cc5)c34)C2)cc1 (centres undefined)	i	i	i	i	i	i	8	i	i	i	i
COc1ccccc1OCCNC(=O)CNC(=O)c1ccc2c(c1)OCO2	i	i	i	i	i	i	-9	i	i	i	i
CC1CCCCN1C(=O)CSc1nnc(-c2ccccc2F)o1 (centres undefined)	i	i	i	i	i	i	1	i	i	i	i
Cc1cccc(C)c1OCC(=O)Nn1c(C)nc2ccccc2c1=O	i	i	i	i	i	i	1	i	i	i	i
Cc1ccc(N(CN2C(=O)C3C4CCC(C4)C3C2=O)C(=O)c2ccco2)cc1 (centres undefined)	i	i	i	i	i	i	1	i	i	i	i
COc1cccc(Oc2ccc(C(F)(F)F)cc2NC(=O)CCc2nc3ccccc3c(=O)[nH]2)c1	i	i	i	i	i	i	29	i	i	i	i
CC(=O)c1ccc(OC(=O)CCN2c3ccccc3Sc3ccccc32)cc1	i	i	i	i	i	i	2	i	i	i	i
CC[C@H](C)[C@H](NC(=O)[C@H](Cc1ccc(O)cc1)NC(=O)[C@@H](N)C(C)C)C(=O)N[C@@H](Cc1cnc[nH]1)C(=O)N1CCC[C@H]1C(=O)N[C@@H](Cc1ccccc1)C(=O)O	i	i	i	i	i	i	-2	i	i	i	i
CCOc1ccccc1CNC(=O)C(C)n1nc(C)c2c(C)n(-c3ccccc3)nc2c1=O (centres undefined)	i	i	i	i	i	i	1	i	i	i	i
COc1ccccc1Cn1c(=O)c2ccccc2n2c(SCc3csc(C)n3)nnc12	i	i	i	i	i	i	8	i	i	i	i
COc1ccc(/C=C/c2nc(-c3ccccc3O)n(-c3ccccc3)n2)cc1	i	i	i	i	i	i	2	i	i	i	i

# Next part.
SMILES	MrgX1 antagonist	TRPC4 potent	MrgX1 agonist	TRPC4 inh	TRPC4 act	TMEM16A inh	SKKanGAS inh	TMEM16A act	TRPC6 activator	MrgX1 allo act	TRPC6 inh
CCCCN1C(=O)C(O)=C(C(C)=O)C1c1ccc(OC)cc1OC (centres undefined)	i	i	i	i	i	i	3	i	i	i	i
CN(CC(=O)Nc1ccc(F)cc1)C(=O)C1CCN(S(=O)(=O)c2ccc3c(c2)OCCO3)CC1	i	i	i	i	i	i	-10	i	i	i	i
O=C(NC1CCN(Cc2ccccc2)CC1)c1ccc2c(c1)[nH]c(=O)n2Cc1ccc(F)cc1	i	i	i	i	i	i	-7	i	i	i	i
Cc1ccc(O)c([C@H](CCN(C(C)C)C(C)C)c2ccccc2)c1	i	i	i	i	i	i	-3&0	i	i	i	-6.2*
CC(C)(C)c1csc(NC(=O)CSc2nc3ccccc3c(=O)[nH]2)n1	i	i	i	i	i	i	10	i	i	i	i
Cc1ccc(S(=O)(=O)N2CCc3c2cc([N+](=O)[O-])cc3[N+](=O)[O-])cc1	i	i	i	i	i	i	12	i	i	i	i
CC(OC(=O)Cc1ccccc1[N+](=O)[O-])C(=O)NC(=O)NC1CCCCC1 (centres undefined)	i	i	i	i	i	i	-14	i	i	i	i
CC(C)c1cc[n+](-c2nc([O-])sc2C=O)cc1	i	i	i	i	i	i	0	i	i	i	i
CCOC(=O)c1sc(NC(=O)CN2CCN(c3ccc(OC)cc3)CC2)nc1C	i	i	i	i	i	i	6	i	i	i	i
COc1ccc(-c2ccc(C(=O)C3CC3)cc2)cc1	i	i	i	i	i	i	3	i	i	i	i
O=C(CSc1nnc(-c2ccncc2)o1)N1CCCC1	i	i	i	i	i	i	6	i	i	i	i
CCOC(=O)N1CCN(c2c(N3CCN(c4ccc(F)cc4)CC3)c(=O)c2=O)CC1	i	i	i	i	i	i	-9	i	i	i	i
CCCCCCCNC(=O)c1cc(-c2ccncc2)nc2ccccc12	i	i	i	i	i	i	1	i	i	i	i
Cc1nc(SCC(=O)c2cccs2)c2oc3ccccc3c2n1	i	i	i	i	i	i	?	i	i	i	i
COc1ccc(C(=O)N/C(=C\c2ccco2)C(=O)NCCCn2ccnc2)cc1	i	i	i	i	i	i	-6	i	i	i	i
CC(C)NC(=O)CSc1nnc(-c2ccc(C(C)(C)C)cc2)n1C	i	i	i	i	i	i	1	i	i	i	i
Cc1sc(NC(=O)CN(C)C2CCCCC2)nc1-c1ccc2c(c1)CCN2S(=O)(=O)c1ccccc1	i	i	i	i	i	i	2	.	i	i	i

# High-throughput results (PubChem BioAssay)

# Not a hit list. Share with any hit: about 6.7%.
